# Assay outcomes as filed in PubChem.
# Rat MKP-3 inhibitors: MKP-3 phosphatase inhibitors, primary screen, biochemical, rat enzyme, in vitro (AID 425); recombinant MKP-3 phosphatase activity, fluorescence; higher % means a stronger effect; one-dose inhibition, % at 20 µM; IC50 in µM for titrated hits; 110,000 tested, 0.17% active; in the data active means inhibition above about 50%;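 further: plate controls were vehicle for no effect and reference inhibitor for full effect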
# Hsp70 inhibitors: small molecules displacing fluorescent ligand from Hsp70 – biochemical, fluorescence polarization, primary screen (AID 583); Hsp70 fluorescence polarization probe displacement, mP; higher % means a stronger effect; displacement, % at 20 µM; hits with a dose series show IC50 in µM; 140,000 tested, 0.06% active; in the data active means displacement above about 50%;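 further: plate controls were vehicle for no effect and reference ligand for full effect; a part of the inactive calls stands beside numbers as strong as those of hits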
# * hit, by the source's call; . = not tested or not shown; & = joins results of further samples.
# Sequence of screens – Rat MKP-3 inhibitors, Hsp70 inhibitors
Cc1ccc(-n2c(SCC(=O)Nc3nccs3)nc3c(c2=O)SCC3)cc1
 : 1%, 5.6%
COc1ccc(NC(=S)NCc2ccc(F)cc2)cc1
 : 4%, -1.1%
OCCNc1nc2ccccc2n1-c1ncnc2sc3c(c12)CCC3
 : ., -3.4%
Cc1nn(-c2ccccc2)c2c1C(c1ccncc1)C(C#N)=C(N)O2 (stereo not drawn)
 : -12%, 1.1%
C=C(C)COc1ccc2oc(C)c(C(=O)OCCOC)c2c1
 : -3%&3%, 2.9%&-6.8%
CCOC(=O)c1[nH]c(=O)[nH]c1CN1CCc2ccccc2C1
 : 5%, 2.7%
CC(=O)OCC1OC(n2ccc(=O)[nH]c2=O)C(O)C1O (stereo not drawn)
 : -3%, 8.4%
CN(Cc1ccccc1)C(=O)c1cnc2n(c1=O)CCS2
 : ., 8.2%
CC(=O)c1ccc(NC(=O)c2ccc(Cl)c([N+](=O)[O-])c2)cc1
 : 0%, -2.0%
CSc1nc(C)cc(OCC(=O)n2nc(C)cc2C)n1
 : -7%, 4.7%
CCCCOc1ccc(Cl)cc1CSc1nnc(C)n1N
 : -5%, -2.4%
COC(=O)c1ccccc1NC(=O)COc1cc(C)ccc1C(C)C
 : -4%, -0.3%
Cc1ccc(-c2nc(CS(=O)CC(=O)NC3CCC(C)CC3)c(C)o2)cc1 (stereo not drawn)
 : 6%, -8.5%
O=C(Oc1oc(-c2ccco2)nc1C=Nc1ccccc1)c1ccoc1
 : 8%, 1.3%
CCc1ccc(NC(=O)CSc2nnc(CNC(=O)c3c(F)cccc3Cl)o2)cc1
 : 10%, .
COc1ccc(C)cc1NC(=O)c1cccc(I)c1
 : 3%, -1.8%
NS(=O)(=O)c1ccc(NC(=O)c2c(Cl)cccc2Cl)cc1
 : 1%, -1.3%
Cc1ccc(C2Nc3ccc4ccccc4c3C3=C2C(=O)CC(C)(C)C3)o1 (stereo not drawn)
 : ., -1.5%
COc1ccc(OCC(=O)Nc2nc3ccccc3[nH]2)cc1
 : ., -3.9%
Cc1cc(NC(=O)CSc2nc3ccccc3n2CC(=O)N2CC(C)CC(C)C2)no1 (stereo not drawn)
 : -1%, -3.0%

# Already shown: an excerpt of the list.
# Sequence of screens – Rat MKP-3 inhibitors, Hsp70 inhibitors
CCCCOc1ccc(Cl)cc1CSc1nnc(C)n1N
 : -5%, -2.4%
COC(=O)c1ccccc1NC(=O)COc1cc(C)ccc1C(C)C
 : -4%, -0.3%
Cc1ccc(-c2nc(CS(=O)CC(=O)NC3CCC(C)CC3)c(C)o2)cc1 (stereo not drawn)
 : 6%, -8.5%
O=C(Oc1oc(-c2ccco2)nc1C=Nc1ccccc1)c1ccoc1
 : 8%, 1.3%

# The listing continues.
# Sequence of screens – Rat MKP-3 inhibitors, Hsp70 inhibitors
Cn1cc(S(=O)(=O)NCc2ccco2)c(=O)n(C)c1=O
 : 0%, .
CCOC(=O)C1(CC)NC(c2ccc(N(C)C)cc2)C2C(=O)N(C)C(=O)C21 (stereo not drawn)
 : -2%, 0.6%
O=C1CC(N2CCN(C/C=C/c3ccccc3)CC2)C(=O)N1c1ccc(Cl)c(Cl)c1 (stereo not drawn)
 : 0%, -1.5%
O=C(/C=C/c1cccs1)N1CCN(Cc2ccccc2)CC1
 : 1%, 0.7%
CCCC(=O)N1CC2(CCC)CN(C(=O)CCC)CC(CCC)(C1)C2=O
 : -6%, 0.1%
COCCn1c(SCC#N)nnc1-c1ccc(OC)cc1
 : ., -0.2%
CC1C(C#N)=C(N)OC2=C1C(=O)CCC2 (stereo not drawn)
 : 2%, -1.9%
CCCCNC(=O)CC(=O)Nc1ccccc1C(=O)O
 : -6%, -0.2%
O=C(O)c1cc2c(ccc3ccccc32)oc1=O
 : ., -4.4%
COc1ccc(O)c(/C=C2\SC(=S)N(Cc3ccccc3)C2=O)c1
 : 0%, -51%
Cc1cc(C(F)F)n2nc(C(=O)Nc3ccc(F)cc3F)nc2n1
 : -2%, 1.9%
COc1ccc(S(=O)(=O)N2CCC(C(=O)NCCc3ccc4c(c3)OCO4)CC2)cc1
 : -13%, -4.5%
Fc1ccc2nc3n(c2c1F)CCCCCC3
 : -5%, -1.6%
CC(C)NC(=O)C(=O)NC1CCCCCC1
 : ., -0.6%
Cc1cccc2cc(CN(CCCN3CCOCC3)Cc3nnnn3C(C)(C)C)c(=O)[nH]c12
 : -4%, 3.3%
O=C(N1CCC(O)(c2cccnc2)CC1)C12CC3CC(CC(C3)C1)C2
 : -13%, 2.8%
CCC1=NN(C(=O)c2ccc(Cl)cc2)C(O)(c2ccc(Br)cc2)C1 (stereo not drawn)
 : -2%, -0.5%
Cc1ccc(S(=O)(=O)N2CCCC2C(=O)N2CCCCCC2)cc1 (stereo not drawn)
 : -5%, -2.8%
CSC(=NCCCN1CCOCC1)NS(=O)(=O)c1cccs1
 : 4%, -1.1%
COc1ccc(CCNC(=O)CN(c2ccccc2)S(C)(=O)=O)cc1OC
 : ., -1.1%
COc1cc2c(cc1OC)C(SC)=NC(C)(C)C2
 : 0%, -0.2%&-1.3%
CCOC(=O)n1c(=O)oc2ccc(Cl)cc21
 : ., 0.5%
Cc1nc2c(cnn2-c2ccccc2Cl)c(=O)n1-c1ccc(N2CCC(C)CC2)cc1
 : ., 1.2%
COC(=O)C1=C(C)N(C)C(C)=C(C(=O)OC)C1c1cccc([N+](=O)[O-])c1
 : 2%, -8.2%
Cn1ncc(Br)c1C(=O)N/N=C/c1ccc(OS(=O)(=O)c2ccccc2)cc1
 : ., -0.2%
Cc1ccc(C(C)C)c(OCC(=O)Nc2ncc(S(=O)(=O)c3ccc([N+](=O)[O-])cc3)s2)c1
 : 6%, -0.7%
COC(=O)c1sc2nc(CSc3nc4ccc(C)cc4[nH]3)[nH]c(=O)c2c1C
 : ., -30%
CC1CCN(c2c(NCc3ccc(C(=O)N4c5ccccc5CC4C)cc3)c(=O)c2=O)CC1 (stereo not drawn)
 : -1%, .
CCOC(=O)c1sc(-n2[nH]c(C)cc2=O)nc1C
 : 4%, -4.6%
Cc1ccc(OCCCn2ccnc2)c(Cl)c1
 : 1%, -2.8%

# Whole records as entered above. Order of values: Rat MKP-3 inhibitors | Hsp70 inhibitors
# `COc1cc2c(cc1OC)C(SC)=NC(C)(C)C2` is entered as 0% | -0.2%&-1.3%
# `Cc1ccc(C(C)C)c(OCC(=O)Nc2ncc(S(=O)(=O)c3ccc([N+](=O)[O-])cc3)s2)c1` is entered as 6% | -0.7%
# `Cc1ccc(OCCCn2ccnc2)c(Cl)c1` is entered as 1% | -2.8%
# `Cc1nc2c(cnn2-c2ccccc2Cl)c(=O)n1-c1ccc(N2CCC(C)CC2)cc1` is entered as . | 1.2%

# (more compounds)
SMILES,Rat MKP-3 inhibitors,Hsp70 inhibitors
O=C(O)CNS(=O)(=O)c1ccc(Br)s1,-6%,9.0%
CC(C)n1cnc2cc(NCc3ccco3)ccc21,.,1.1%
CCOC(=O)Nc1ccc(C)cc1NC(=O)OCC,.,-3.3%
Cc1ccc(/C=C/C(=O)Nc2cccc(C(F)(F)F)c2)o1,0%,-4.5%
CN1C(=O)NC(=O)/C(=C\c2cc(Cl)c(OCC(=O)O)c(Cl)c2)C1=O,5%,-6.2%
O=C1c2oc3ccccc3c(=O)c2C(c2ccccn2)N1Cc1ccccc1 (stereo not drawn),-8%,4.3%
CC(=O)NCc1nc2ccccc2n1Cc1ccccc1F,-5%,-4.7%
[O-][n+]1onc2c3cc(-c4ccccc4)nnc3ccc21,.,4.8%
CCCCCCc1ccc(-c2ncc(N)cn2)cc1,-1%,-2.4%
CCOC(=O)c1ccc(Cn2c(-c3ccccc3)nnc2-c2ccccc2)o1,-16%,3.5%
COc1cccc(N(CC(=O)Nc2cc(C)ccc2C)S(=O)(=O)c2ccccc2)c1,3%,-3.1%
COc1ccc(CC(=O)Nc2cccc(Br)c2)cc1OC,3%,3.1%
CC(=O)Cc1cc(O)c2ccccc2c1OC(=O)c1ccccc1,16%,0.9%
Nc1nnc(Cc2ccccc2F)s1,2%,-4.3%
CCOC(=O)C1=C(C)OC(N)=C(C#N)C1c1ccc(OC)cc1 (stereo not drawn),3%,-0.7%
CCC(C(=O)NC1CCCC1)N(Cc1ccc2c(c1)OCO2)C(=O)c1snc(C(N)=O)c1N (stereo not drawn),-6%,7.1%
CCOC(=O)C1C(=O)CC(C)(O)C(C(=O)OCC)C1c1ccccc1 (stereo not drawn),.,1.2%
O=S(=O)(NCc1ccc2c(c1)OCO2)c1ccc(Br)cc1,0%,3.2%
CSc1nc2ccccc2n1CC(=O)Nc1c(C)cccc1C,.,-1.6%
O=C(Nc1nnc(-c2ccccc2F)s1)C1CCCO1 (stereo not drawn),.,-3.6%
Cc1cccc(C)c1NC(=O)/C(=C/c1ccco1)c1ccccc1,.,0.4%
O=C(OCC(=O)c1c[nH]c2ccccc12)C1=COCCO1,-7%,11%
C=CCn1c(=NC(=O)C2CC2)sc2cc(NC(C)=O)ccc21,-11%,0.7%
O=c1ccn(Cc2ccccc2)c(=O)n1Cc1ccccc1,2%&3%,-0.1%&-1.8%
Cc1ccc(NC(=O)C(=O)NCc2ccccc2Cl)cc1,0%,2.3%
CCN1C(=O)C(C(=O)Nc2ccc(OC)cc2)C2CC1(C)Oc1ccccc12 (stereo not drawn),-10%,-0.6%
O=C(NCc1cccnc1)/C(=C/c1ccc(-c2cccc(Cl)c2)o1)NC(=O)c1ccccc1,5%,-8.8%
CCOC(=O)c1ccc2[nH]c(C)c(C)c2c1,-2%,-4.6%&0.1%
O=C(Nc1ccc(Cl)cn1)c1ccc(-c2cccc(Cl)c2)o1,0%,0.1%
CCN1C(=O)C2(C(C#N)=C(N)Oc3n[nH]c(-c4ccc(Cl)cc4)c32)c2ccccc21 (stereo not drawn),.,0.2%
CCOC(=O)C1=C(N)OC2=C(C(=O)CCC2)C1c1ccc(C)s1 (stereo not drawn),-2%,-0.6%
c1ccc(-c2nc(NCc3ccco3)c3ccccc3n2)cc1,.,1.5%
COc1ccccc1NC(=O)N1CCCC1C(=O)NC12CC3CC(CC(C3)C1)C2 (stereo not drawn),-10%,-3.0%
O=C(c1ccc(CN2CCc3ccccc3C2)cc1)N1CCCCC1,-6%,6.9%
O=C(NCc1cccs1)c1cc2ccccc2o1,-2%,-1.7%
COC(=O)C1CCN(C(=O)/C=C/c2ccc(OC)cc2)CC1,.,3.2%
CCOC(=O)C1=C(C)NC(=O)NC1c1ccc(OC)cc1OC (stereo not drawn),-5%,4.4%
COc1cccc(NC(=O)CNS(=O)(=O)c2ccc3nc(C)sc3c2)c1,-4%,2.9%
c1ccc2oc(-c3ccc(Nc4nc(N5CCCCC5)nc(N5CCOCC5)n4)cc3)nc2c1,.,5.2%
Cc1noc(/C=C/N(C)C)c1S(=O)(=O)N(C)CC(=O)NC1CCCCC1,6%,1.7%
CCOC(=O)COc1nc(Nc2ccccc2C)nc(N(C)C)n1,-4%,0.7%
COc1ccc(NS(=O)(=O)c2ccc(NS(=O)(=O)c3ccc(C)cc3)cc2)nn1,1%,-2.1%
CC1=CC(C)(C)Nc2ccc(OC(=O)CN3C(=O)C4CCCCC4C3=O)cc21 (stereo not drawn),.,1.0%
O=C(N/C(=C/c1cccs1)C(=O)N1CCOCC1)c1cccs1,2%,1.6%
CC1=CC(C)(C)N(C(=O)C(C)N2C(=O)c3ccccc3C2=O)c2ccc(C)cc21 (stereo not drawn),.,21%
O=C(N/N=C/c1ccc([N+](=O)[O-])s1)c1ccccc1Br,.,9.7%
O=C1CCCc2oc3ccc(NS(=O)(=O)c4ccccc4)cc3c21,2%,3.8%
Cc1ccc(S(=O)(=O)N2CC3(C)CN(S(=O)(=O)c4ccc(C)cc4)CC(C)(C2)C3O)cc1 (stereo not drawn),-18%,0.4%
C/C=C/C=C/C(=O)N1C(=O)C(=O)c2cc(Br)ccc21,-1%,9.7%
Cc1ccc(-c2nn3c(C)nnc3s2)cc1NC(=O)CSc1ccc(Cl)cc1,-15%,1.4%
Cc1nc2cc(-c3ccsc3-n3c(C)ccc3C)[nH]n2c(=O)c1Cl,.,-0.9%
CCOC(=O)Cc1csc(NC(=O)CSc2nc(C)cc(=O)[nH]2)n1,2%,1.1%
CCOc1ccccc1NC(=O)Cc1ccccc1OC,1%,7.5%
Cc1c(N2C(=O)/C(=C/c3ccc(OC(=O)c4cccc([N+](=O)[O-])c4)cc3)SC2=S)c(=O)n(-c2ccccc2)n1C,4%,-4.4%
CCOC(=O)c1ccc2nc(NC(=O)c3ccco3)sc2c1,.,2.9%
COc1ccc(NC(=O)C(C)N2c3cccc4cccc(c34)S2(=O)=O)cc1 (stereo not drawn),.,1.9%
O=C(/C=C/c1ccc(-c2ccc(Cl)cc2)o1)c1ccccc1,1%,-6.5%
COc1cc(NC(=O)c2ccc(COc3ccccc3Br)o2)cc(OC)c1OC,2%,0.1%
Cc1cc(C)n(C(=O)CCN2C(=O)c3ccccc3C2=O)n1,-5%&0%,0.3%&3.3%
COc1ccc(Br)cc1CNC(=O)C1CCCN(S(C)(=O)=O)C1 (stereo not drawn),-8%,-1.6%
COc1ccc(S(=O)(=O)N2CCN(Cc3ccc(SC)cc3)CC2)cc1,2%,2.6%

# Filtered by structure, the entries above with a nitro group on carbon (five)
SMILES,Rat MKP-3 inhibitors,Hsp70 inhibitors
CC(=O)c1ccc(NC(=O)c2ccc(Cl)c([N+](=O)[O-])c2)cc1,0%,-2.0%
COC(=O)C1=C(C)N(C)C(C)=C(C(=O)OC)C1c1cccc([N+](=O)[O-])c1,2%,-8.2%
Cc1ccc(C(C)C)c(OCC(=O)Nc2ncc(S(=O)(=O)c3ccc([N+](=O)[O-])cc3)s2)c1,6%,-0.7%
O=C(N/N=C/c1ccc([N+](=O)[O-])s1)c1ccccc1Br,.,9.7%
Cc1c(N2C(=O)/C(=C/c3ccc(OC(=O)c4cccc([N+](=O)[O-])c4)cc3)SC2=S)c(=O)n(-c2ccccc2)n1C,4%,-4.4%

# Some of the compounds tested; the hit share may differ from the screen's.
